POLB inh – DNA polymerase beta (human) inhibition; P06746; Pol beta primer extension/strand displacement, fluorescence kinetic; Potency, µM (doses to about 114 µM), inactives show top-dose activity change, negative = inhibition, most hits filed as inhibitors; hit rate 1.3% among 340,000; also: potency is read from the fitted curve at half-maximal effect; % is scaled to controls: 0 for no effect and ±100 for the full control effect
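Kinetic readout of DNA synthesis with strand displacement by Pol beta. Compound and 10 nM enzyme sit 15 min at room temperature; 50 nM substrate starts the reaction, read immediately and at 10 min.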
Pol kappa inh – DNA polymerase kappa (human) inhibition | Q9UBT6 | purified Pol kappa, fluorescent DNA synthesis assay, 10 min | Potency, µM (series often up to 107 µM), for inactives: at the highest dose activity, negative = inhibition, hits mostly inhibitors | hit rate 0.53% among 400,000 | AID 588579; also: potency is read from the fitted curve at half-maximal effect; % is scaled to controls: 0 for no effect and ±100 for the full control effect
Target sequence (Q9UBT6 whole entry, looked up): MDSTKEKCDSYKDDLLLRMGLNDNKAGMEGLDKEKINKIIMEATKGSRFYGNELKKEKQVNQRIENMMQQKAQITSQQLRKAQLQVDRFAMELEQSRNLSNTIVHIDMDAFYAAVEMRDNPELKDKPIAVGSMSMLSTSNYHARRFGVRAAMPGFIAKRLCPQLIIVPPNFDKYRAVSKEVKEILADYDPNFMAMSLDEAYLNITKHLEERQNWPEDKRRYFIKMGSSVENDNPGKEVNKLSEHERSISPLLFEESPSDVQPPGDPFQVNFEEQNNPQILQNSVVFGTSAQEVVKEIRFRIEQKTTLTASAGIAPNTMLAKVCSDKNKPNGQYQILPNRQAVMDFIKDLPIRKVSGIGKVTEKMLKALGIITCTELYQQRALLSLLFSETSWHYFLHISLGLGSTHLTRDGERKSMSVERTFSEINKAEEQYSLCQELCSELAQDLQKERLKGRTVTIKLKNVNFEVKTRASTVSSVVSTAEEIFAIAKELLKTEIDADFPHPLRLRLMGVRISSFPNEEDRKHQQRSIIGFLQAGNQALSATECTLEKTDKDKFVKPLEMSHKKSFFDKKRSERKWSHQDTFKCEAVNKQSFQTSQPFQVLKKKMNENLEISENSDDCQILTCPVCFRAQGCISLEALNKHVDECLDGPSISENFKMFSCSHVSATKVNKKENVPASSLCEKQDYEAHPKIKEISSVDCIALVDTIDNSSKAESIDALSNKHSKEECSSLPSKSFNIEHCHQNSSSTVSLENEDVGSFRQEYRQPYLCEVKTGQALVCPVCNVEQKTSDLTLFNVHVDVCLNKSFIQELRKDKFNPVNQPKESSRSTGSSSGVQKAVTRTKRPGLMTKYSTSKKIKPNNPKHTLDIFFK
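Fluorescent qHTS in 1536-well format: enzyme (10 nM) and compound sat 15 min at room temperature before 50 nM substrate (final) was added. Signal taken at 0 and 10 min; no-enzyme buffer wells were negative controls.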
RXFP1 antagonist – RXFP1 (human) relaxin receptor antagonism. hit rate 0.59% among 350,000. Q9HBX9. HEK293-RXFP1, relaxin-stimulated cAMP HTRF, 30 min; hits give low values. activity change, negative = inhibition, % at 57.5 µM;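 active = activity change of -60% or lower, but not beyond a set lower limit; inconclusive = change between -60% and -40%, or beyond the set limit; inactive = change above -40%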; also: % is scaled to controls: 0 for no effect and ±100 for the full control effect
BLM inh – blocks DNA unwinding by human BLM helicase; P54132; recombinant BLM DNA unwinding, fluorescence dequenching; Potency, µM (top dose mostly 56.1 µM), without a hit: at the top dose activity change, negative = inhibition, hits mostly inhibitors; hit rate 0.2% among 350,000;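 also: potency is read from the fitted curve at half-maximal effect; plate controls were vehicle for no effect and no enzyme for full effect; nearly all actives have a fitted effect of over 35% in size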
Anesthetic bind – candidate novel general anesthetic via apoferritin binding; apoferritin/1-aminoanthracene competitive binding, fluorescence; Potency, µM (doses to about 77.5 µM), for the others: at the top dose activity change, negative = displacement, actives largely listed as inhibitors; hit rate 0.074% among 350,000; AID 485281; also: potency is read from the fitted curve at half-maximal effect; % is scaled to controls: 0 for no effect and ±100 for the full control effect; nearly all actives have a fitted effect of over 20% in size
Target sequence (P02791 2-175 limits assumed): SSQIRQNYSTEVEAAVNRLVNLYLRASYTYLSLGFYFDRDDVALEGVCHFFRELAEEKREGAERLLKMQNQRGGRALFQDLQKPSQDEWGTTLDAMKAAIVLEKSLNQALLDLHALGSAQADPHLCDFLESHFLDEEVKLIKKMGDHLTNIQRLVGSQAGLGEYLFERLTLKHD
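In PBS, apoferritin at 10 uM is loaded with 1-AMA from a 50% saturated solution. After 10 min of compound exposure at ambient temperature, reduced 535 nm fluorescence indicates probe displacement.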
POLI inh – inhibitors of human DNA polymerase iota | AID 588590 | hit rate 1% among 390,000 | Potency, µM (top dose mostly 115 µM), for inactives: top-dose activity, negative = inhibition, hits mostly inhibitors | Pol iota fluorescent replication assay, 10 min | Q9UNA4; also: potency is read from the fitted curve at half-maximal effect
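Pol iota at 10 nM preincubated 15 min with compounds at room temperature; reaction started with fluorescent substrate, 50 nM final. Fluorescence read kinetically at 0 and 10 min; buffer-only wells as negative control.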
APE1 inh – APE1 (human) endonuclease inhibition. Potency, µM (doses to about 65.8 µM), for inactives: top-dose activity change, negative = inhibition, most hits filed as inhibitors. recombinant APE1, TAMRA/BHQ-2 abasic DNA cleavage fluorescence. AID 2517. hit rate 0.35% among 350,000;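 also: potency is read from the fitted curve at half-maximal effect; plate controls were vehicle for no effect and reference inhibitor for full effect; nearly all actives have a fitted effect of over 55% in size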
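Incision of a quenched TAMRA/BHQ-2 THF abasic-site duplex (50 nM) by 0.75 nM APE1, after 15 min compound preincubation, measured as fluorescence increase over three 60 s reads. Values normalized to buffer, DMSO and NSC13755 control wells.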
PGK inhibitor – blocks T. brucei phosphoglycerate kinase | P07378 | AID 602233 | PGK/GAPDH coupled, Kinase-Glo luminescence, 60 min | Potency, µM (doses to about 57.5 µM), for inactives: at the top dose activity change, negative = inhibition, usual class: inhibitors | hit rate 0.043% among 380,000; also: potency is read from the fitted curve at half-maximal effect; % is scaled to controls: 0 for no effect and ±100 for the full control effect; nearly all actives have a fitted effect of over 60% in size
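Recombinant glycosomal PGK reaction used 1,3-bisphosphoglycerate generated in-well by GAPDH (100nM final) in 100mM TEA pH 7.6, 5mM MgCl2, 0.01% Tween-20. After 60 minutes at room temperature, ATP was read by Kinase-Glo Plus luminescence end-point.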
Pol eta inh – DNA polymerase eta (human) inhibition | Q9Y253 | recombinant Pol eta, fluorescent DNA replication assay | hit rate 1.2% among 390,000 | AID 588591 | Potency, µM (top dose mostly 114 µM), for inactives: at the highest dose activity change, negative = inhibition, actives largely listed as inhibitors; also: potency is read from the fitted curve at half-maximal effect; % is scaled to controls: 0 for no effect and ±100 for the full control effect
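Pol eta at 10 nM preincubated with compounds 15 min at room temperature; reaction started with fluorescent substrate (50 nM final) and read kinetically at 0 and 10 min.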
The depositor's hits bear a star; i = inactive; ? = inconclusive; . = no result given; & = joins results of further samples; [ ] = dose if it differs, or a comment. Unless noted, calls follow the shape of the dose curve; as a rule, active = well fitted curve in the direction sought with a large enough effect; inconclusive = small, poorly fitted or top-dose-only effect, or another doubt; inactive = no such curve, though single readings can be large; an effect the other way counts as inactive or inconclusive. A portion of the library, so the mix of outcomes need not match the whole.

| structure | POLI inh | RXFP1 antagonist | Pol eta inh | Anesthetic bind | APE1 inh | PGK inhibitor | Pol kappa inh | POLB inh | BLM inh |
| --- | --- | --- | --- | --- | --- | --- | --- | --- | --- |
| N/C(=N\OCc1ccccc1)c1nonc1N | 4.7% | 4.3 | -1.6% | -10.5% | 3.5% | 3.8% | -14.9% | 17.6% | 1.5% |
| O=C(Nc1ccccc1C(=O)Nc1cccnc1)c1ccccc1 | 85.0%[activator] | -16.2 | -14.6% | -11.2% | 2.0% | 4.4% | -2.9% | 15.7% | -5.6% |
| COc1cc(CCC(=O)N2CCN(c3ncccn3)CC2)cc(OC)c1OC | 32.2%[activator] | 10.4 | -0.9% | -1.5% | 18.3% | -5.6% | -6.9% | 55.0%[activator] | -0.7% |
| Cc1ccc(C)c(COC(=O)CCN=C2NS(=O)(=O)c3ccccc32)c1 | 23.8% | -11.6 | -20.4% | . | 31.3% | i | -19.8% | . | . |
| O=C(CN1CCOCC1)N/N=C/c1cccc2ccccc12 | 77.8%[activator] | -8.0 | -2.9% | -2.5% | 3.4% | -8.6% | 5.9% | 12.9% | 2.4% |
| CC(Oc1ccc(C#N)cc1)C(=O)N1CC=C(c2ccccc2)CC1 (stereo not drawn) | 18.1% | -33.0 | -11.8% | . | 17.8% | 0.1% | -9.2% | . | . |
| COc1ccc(C(=O)N2CCN(c3nc4cc(C)ccc4cc3C#N)CC2)c(OC)c1 | 13.6% | -19.8 | -17.6% | 8.1% | 9.9% | -1.4% | -4.8% | 4.8% | -15.2% |
| CCC(C)NC(=O)c1[nH]c(C)c(C(=O)OC)c1C (stereo not drawn) | 10.7% | 10.8 | -17.5% | -7.5% | 15.2% | -5.6% | -5.4% | 24.9% | 2.2% |
| CCOC(=O)c1ccc(-c2ccc(-c3cc(=O)oc4cc(OC)c(OC)c(OC)c34)cc2)cc1 | 3.1% | . | 0.5% | -21.9% | -0.8%&11.4% | 0.9% | -6.1% | . | -5.0%[75.6 µM] |
| CCN(CC)S(=O)(=O)c1cccc(C(=O)NCCc2ccccc2)c1 | -25.3% | 18.7 | -4.7% | . | . | i | -5.6% | . | . |
| O=C(c1cc(C2CC2)nn1-c1ccccc1)N1CCN(c2ccccn2)CC1 | 6.7% | -1.7 | -8.3% | . | -10.5% | 1.3% | -15.1% | . | . |
| Cc1ccc2nc(SCC(=O)c3ccc(Cl)cc3)nc(=O)n2c1 | 11.6% | -10.9 | -9.4% | . | -4.3% | -8.7% | -6.8% | . | . |
| CC(=O)N1N=C(c2ccc(C)cc2)CC1c1ccco1 (stereo not drawn) | 31.0%[activator] | -3.4 | -17.4% | -9.0% | 5.1% | i | -1.7% | 31.4% | -4.3% |
| COc1ccc(-n2c(=O)c3c4c(sc3n(Cc3ccc(C)cc3C)c2=O)CCC4)c(OC)c1 | -8.6% | -10.3 | -5.1% | -7.8% | . | i | -13.8% | 2.7% | -6.3% |
| CCc1ccccc1N1C(=O)C(Cl)=C(N2CCOCC2)C1=O | 17.7% | -0.2 | -16.0% | ? | 7.2% | 3.6% | -7.3% | -23.1% | 0.3% |
| CC(=O)c1ccc(-c2cccc(C3C4C=CCCC4(C)C(=O)N3Cc3ccccc3)c2)cc1 (stereo not drawn) | -5.8% | . | . | ? | -3.1% | . | 0.5% | . | -9.0% |
| CCc1cccc(NC(=O)CN(C)S(=O)(=O)c2ccc3c(c2)CCCN3C(C)=O)c1 | 7.2% | -15.0 | -23.3% | -6.5% | . | -5.1% | -4.9%[60.1 µM] | -20.7% | -2.9% |
| COC(=O)CNC(=O)c1cc(-c2ccncc2)nc2c(C)c(Cl)ccc12 | 111.5%[activator] | -32.9 | -21.6% | ? | 1.9% | -8.5% | -6.2% | 6.0% | -4.4% |
| CCOc1ccc(CCNC(=O)C(C)n2nc(C)c3c(C)n(-c4ccccc4)nc3c2=O)cc1 (stereo not drawn) | 16.3% | -1.5 | -15.1% | -10.1% | 32.4% | -2.8% | -23.1% | ? | 1.2% |
| CCOc1ccc(NC(=O)Cn2ncc3c2-c2cc(C)ccc2OC3)cc1 | -3.1% | . | -7.0% | -9.2% | . | -4.0% | 1.3% | -17.5% | -3.9% |
| Cc1ccc(C(=O)CSc2nc3ccccc3c(=O)n2-c2ccccc2)s1 | 16.3% | 4.7 | 3.6% | -17.3% | -0.3% | -7.1% | -1.2% | 19.6% | 1.1% |
| O=C1C(C2=C(O)c3ccccc3C2=O)=Nc2ccccc21 | 26.6% | 13.8 | 31.6µM* | -17.5% | ? | -8.3% | -21.6% | 8.6% | -20.2% |
| O=C(NCCCN1CCCC1=O)C(=O)NCC1OCCCN1S(=O)(=O)c1cc(F)ccc1F (stereo not drawn) | 7.5% | -6.4 | -12.3% | -1.5% | 26.2% | i | -1.2% | 3.2% | -2.5% |
| Cc1cc(C)cc(OCC(=O)Nc2ccncc2)c1 | 34.7%[activator] | 3.7 | -0.4% | -10.5% | 22.5% | -4.8% | -3.4% | 16.2% | -6.6% |
| COc1ccccc1CNS(=O)(=O)c1cc(Br)cc2c1N(C(=O)C1CC1)CC2 | 2.0% | . | -14.9% | 3.3% | . | -7.1% | -0.7% | 24.1% | -1.9% |

The list goes on; the last 2 above are carried over.
| structure | POLI inh | RXFP1 antagonist | Pol eta inh | Anesthetic bind | APE1 inh | PGK inhibitor | Pol kappa inh | POLB inh | BLM inh |
| --- | --- | --- | --- | --- | --- | --- | --- | --- | --- |
| Cc1cc(C)cc(OCC(=O)Nc2ccncc2)c1 | 34.7%[activator] | 3.7 | -0.4% | -10.5% | 22.5% | -4.8% | -3.4% | 16.2% | -6.6% |
| COc1ccccc1CNS(=O)(=O)c1cc(Br)cc2c1N(C(=O)C1CC1)CC2 | 2.0% | . | -14.9% | 3.3% | . | -7.1% | -0.7% | 24.1% | -1.9% |
| O=C(O)C/C(=C\c1ccc(Cl)cc1)c1nc2ccccc2o1 | 72.9%[activator] | 1.4 | -17.3% | -8.2% | 6.4% | -2.3% | -12.5% | 36.7%[activator] | 7.6% |
| O=C1OC(c2ccc(F)cc2)=C/C1=C\c1ccc([N+](=O)[O-])o1 | . | . | . | -11.0% | 3.0% | . | . | 7.08µM* | -23.4% |
| Cc1ccc(NC(=O)NC2=NN(c3ccccc3)C(=O)/C2=C2/CCCN2C)cc1 | ? | -1.8 | -4.5% | -13.1% | 6.1% | 1.2% | -6.1% | -3.9% | -8.3% |
| CC(=O)NCCNc1nc2c(S(=O)(=O)c3ccc(C)c(C)c3)nnn2c2ccc(Cl)cc12 | 35.9%[activator] | -26.6 | -13.2% | ? | . | -3.8% | 12.1% | -2.0% | -0.4% |
| CC(C)c1ccc(N2C(=O)N(Cc3ccccc3Cl)c3ccccc3S2(=O)=O)cc1 | 29.1% | . | -22.9% | 44.3%[activator] | . | 4.8% | -7.7%[60.1 µM] | -2.4% | -4.3% |
| CC1(C)CC(=O)C(C=NCC2CCN(C(=O)Nc3ccc(Cl)c(Cl)c3)CC2)=C(O)C1 | -13.2% | -8.0 | -20.5% | -8.4% | 0.5% | -5.7% | -21.6% | 1.6% | -2.2% |
| O=C(Cn1c(=O)oc2cc(S(=O)(=O)N3CCCCC3)ccc21)N1CCCCC1 | 7.2% | 10.0 | -5.9% | -3.9% | 28.8% | 2.0% | 3.1% | 1.8% | 1.6% |
| CCc1ccccc1NC(=S)N(Cc1ccc(C(=O)O)cc1)Cc1ccc(OC)c(OC)c1 | -9.8% | -6.0 | -11.0% | 2.3% | 26.3% | -0.1% | -2.5% | 0.6% | 4.6% |
| CCC(=O)Nc1cc(-c2nn3c(C)nnc3s2)ccc1C | 23.5% | -1.5 | -8.8% | -2.7% | -6.1% | 1.5% | -11.2% | 20.0% | 1.9% |
| CNC(=O)C(=O)NCC1OCCN1S(=O)(=O)c1ccc(C)cc1 (stereo not drawn) | 35.9%[activator] | -1.3 | -9.8% | -6.2% | 10.9% | i | -2.0% | 18.4% | -1.0% |
| c1ccc(Nc2ncnc3sccc23)cc1 | 25.4% | 27.9 | -13.2% | -10.8% | 13.5% | -4.7% | -0.8% | -9.1% | -3.1% |
| OC(C#CCN1CCCC1)(c1ccccc1)c1cccc(F)c1 (stereo not drawn) | 19.6% | -6.3 | -15.1% | 4.4% | -6.9% | 8.3% | -8.0% | 29.5% | 1.8% |
| CCn1nnc(-c2ccccc2NC(=O)c2ccc(-n3cnnn3)cc2)n1 | 11.1% | -11.4 | -7.1% | -9.4% | -0.3% | . | -2.5% | -24.1% | -0.8% |
| Cc1cc(NC(=O)CCC(=O)N(CC(=O)NC2CCCC2)Cc2ccc3c(c2)OCO3)no1 | 24.3% | -5.9 | -18.2% | 1.5% | 6.6% | 9.3% | -6.0% | -22.8% | -1.7% |
| NC(=O)CSCc1cccc(Br)c1 | 4.1% | -8.5 | 3.7% | ? | 9.9% | -9.4% | -12.2% | 1.0% | -0.7% |
| CCC(C)Sc1nnc(CSc2nc(C)cc(C)n2)n1C (stereo not drawn) | 69.3%[activator] | -3.9 | -7.7% | -16.0% | 18.6% | 17.3% | -11.3% | 4.7% | -2.6% |
| CC1CN(C(=O)N2CCC(C(=O)NCCC3=CCCCC3)CC2)c2ccccc2O1 (stereo not drawn) | -27.2% | -0.6 | -3.8% | -4.5% | . | 2.6% | -13.1% | -1.3% | 0.1% |
| CCCOC(=O)C1=C(C)NC2=C(C(=O)CCC2)C1c1ccc(N(C)C)cc1 (stereo not drawn) | -12.3% | -6.5 | -9.1% | -16.1% | -6.0% | 4.7% | -8.1% | 0.7% | -2.5% |
| CCn1c(CC(=O)Nc2ccc(C)cc2)nnc1SCC(=O)N1CCOCC1 | 36.3%[activator] | 8.3 | -11.3% | -2.1% | 41.7% | -7.6% | 5.9% | 15.4% | -1.2% |
| CC1=C(C(N)=O)C(c2cccs2)NC(=S)N1 (stereo not drawn) | 55.8%[activator] | -24.6 | -0.6% | -4.8% | 10.6% | i | -4.2% | 13.2% | -1.8% |

Screening results from PubChem.
